MT1-MMP txn act = activates MT1-MMP transcription. HT1080 MT1-MMP promoter luciferase reporter, luminescence, overnight; hits give high values. activation factor at 10 µM. 86,000 tested, 0.16% active. AID 750;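 active means activation factor of at least 2 for MT1-MMP transcription at 10 µM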
Mac1 fbg enh = CD11b/CD18-fibrinogen binding enhancement; P05107+P11215; K562 CD11b/CD18 adhesion to fibrinogen, ATPlite luminescence; activation, % at 10 µM; 93,000 tested, 0.07% active; AID 1499;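 active means 10 µM primary screen giving 50% or more activity, confirmed by 40% or more on retest at that dose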; further: strong numbers were not always called active; reference of the scale not given here
sEH activator = increases human soluble epoxide hydrolase activity. purified human sEH enzymatic activity, activator screen. activation, % at 2 µM. 91,000 tested, 0.04% active. AID 717; in the data active means activation above about 37%; further: values of inactives mirror those of a sister screen read the other way
Target sequence (P34913 whole entry, looked up): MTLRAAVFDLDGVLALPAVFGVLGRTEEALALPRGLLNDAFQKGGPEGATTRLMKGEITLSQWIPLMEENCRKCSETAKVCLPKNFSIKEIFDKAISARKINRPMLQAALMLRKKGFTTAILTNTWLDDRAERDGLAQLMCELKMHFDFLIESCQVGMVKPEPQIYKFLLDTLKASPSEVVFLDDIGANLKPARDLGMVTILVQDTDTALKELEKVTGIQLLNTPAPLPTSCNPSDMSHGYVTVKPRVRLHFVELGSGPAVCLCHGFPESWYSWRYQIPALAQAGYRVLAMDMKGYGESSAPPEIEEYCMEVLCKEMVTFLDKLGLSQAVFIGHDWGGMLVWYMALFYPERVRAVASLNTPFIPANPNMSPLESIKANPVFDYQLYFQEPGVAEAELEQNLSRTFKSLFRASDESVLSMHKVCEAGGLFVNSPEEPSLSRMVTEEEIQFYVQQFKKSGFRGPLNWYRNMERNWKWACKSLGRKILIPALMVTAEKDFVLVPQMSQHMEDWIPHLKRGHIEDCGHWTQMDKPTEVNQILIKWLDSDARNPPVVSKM
ERb coact inh = blocks coactivator binding to human estrogen receptor beta; Q92731; TR-FRET ER-beta LBD / SRC1-Cy5 peptide binding; receptor agonist-loaded with 1 µM estradiol; inhibition, % at 25.6 µM; 86,000 tested, 1.3% active; AID 633;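 active means compounds whose percent inhibition of the receptor-coactivator binding signal exceeds about 50% in the single-dose screen, limit read from the data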;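 further: 0% = receptor plus peptide wells without compound and 100% = peptide-only wells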
sEH inhibitor = soluble epoxide hydrolase (human) inhibition. recombinant human sEH enzymatic activity assay. inhibition, % at 2 µM. 91,000 tested, 0.34% active; in the data active means inhibition above about 80%; further: values of inactives mirror those of a sister screen read the other way; many of its hits are not listed in these tables
Calb biofilm kill = kills Candida albicans biofilms. C. albicans biofilm + clotrimazole, Alamar Blue. inhibition, % at 6 µM. 85,000 tested, 0.14% active. AID 834;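 active means inhibition above 20%; inactive means inhibition below 20%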;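 further: preformed 24 hr biofilms exposed to compound for 48 hr; 0% = biofilm without compound and 100% = blank killed by clotrimazole plus chlorhexidine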
ERa coact pot = enhances coactivator binding to human estrogen receptor alpha; P03372; TR-FRET ERalpha-LBD/SRC-Cy5 coactivator binding, 2 h; 100 = basal binding, no effect; coactivator binding (% of control), % at 25.6 µM; 86,000 tested, 1.3% active; in the data active means activity above about 200%;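 further: binding measured in presence of low estradiol as agonist stimulus; 0% = peptide alone without receptor and 100% = receptor with peptide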
Target sequence (P03372 whole entry, looked up, the tested form may be a part): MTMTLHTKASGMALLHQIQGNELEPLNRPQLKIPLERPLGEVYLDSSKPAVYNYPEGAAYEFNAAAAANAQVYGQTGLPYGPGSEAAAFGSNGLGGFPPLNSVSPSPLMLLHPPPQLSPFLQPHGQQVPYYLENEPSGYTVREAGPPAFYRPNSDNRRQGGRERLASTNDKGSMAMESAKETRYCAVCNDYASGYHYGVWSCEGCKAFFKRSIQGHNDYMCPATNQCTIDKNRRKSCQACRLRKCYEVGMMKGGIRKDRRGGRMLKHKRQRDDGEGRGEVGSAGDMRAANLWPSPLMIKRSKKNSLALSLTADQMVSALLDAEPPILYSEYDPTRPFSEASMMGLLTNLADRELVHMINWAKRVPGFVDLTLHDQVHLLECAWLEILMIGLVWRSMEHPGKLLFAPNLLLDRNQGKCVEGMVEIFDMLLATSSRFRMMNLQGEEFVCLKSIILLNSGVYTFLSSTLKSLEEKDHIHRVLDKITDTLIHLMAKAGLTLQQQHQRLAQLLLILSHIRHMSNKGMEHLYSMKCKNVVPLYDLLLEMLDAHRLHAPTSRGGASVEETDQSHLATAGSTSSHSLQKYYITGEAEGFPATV
Mac1 fbg inh = inhibitors of human CD11b/CD18 binding to fibrinogen; P05107+P11215; K562 CD11b/CD18 adhesion to fibrinogen, ATPlite luminescence; Mn2+ added to activate the integrin; inhibition, % at 10 µM; 93,000 tested, 0.54% active;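 active means primary inhibition of 50% or more at 10 µM, then 40% or more on retest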; further: some results filed as inactive read as strong as hits
Smad3 FoxH1 inh = inhibitors of human Smad3 transcription factor binding; P84022; TR-FRET Smad3/Dy647-FoxH1 peptide binding, europium anti-His; inhibition, % at 25 µM; 88,000 tested, 0.29% active; AID 630;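 active means compounds that reduce the energy-transfer binding signal between the protein and its labelled peptide by more than half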;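 further: 0% = Smad3 plus labelled peptide maximal FRET and 100% = peptide-only background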
* hit, by the source's call; / = not tested or not shown; & = joins results of further samples; [ ] = remark or other dose. An excerpt (hit frequency here may not be typical).

A first look (two entries):
SMILES	MT1-MMP txn act	Mac1 fbg enh	sEH activator	ERb coact inh	sEH inhibitor	Calb biofilm kill	ERa coact pot	Mac1 fbg inh	Smad3 FoxH1 inh
Cc1cc(S(=O)(=O)NC(C)C)ccc1OCC(=O)N1CCN(Cc2ccc3c(c2)OCO3)CC1	1.1	-2	9	3	-8	7	95	/	-1[fluorescence artefact?]
CCC(=NCc1cccnc1)c1c(O)n(C2CCCCC2)c(=O)[nH]c1=O	1	0	4	11	-7	5	83	6	-5

Main list, from the first entry:
SMILES	MT1-MMP txn act	Mac1 fbg enh	sEH activator	ERb coact inh	sEH inhibitor	Calb biofilm kill	ERa coact pot	Mac1 fbg inh	Smad3 FoxH1 inh
Cc1cc(S(=O)(=O)NC(C)C)ccc1OCC(=O)N1CCN(Cc2ccc3c(c2)OCO3)CC1	1.1	-2	9	3	-8	7	95	/	-1[fluorescence artefact?]
CCC(=NCc1cccnc1)c1c(O)n(C2CCCCC2)c(=O)[nH]c1=O	1	0	4	11	-7	5	83	6	-5
CC(=O)N(C1=NCCCS1)c1ccc(F)cc1	1.1	-1	/	-6	/	6	107	-4	0
O=C1c2ccccc2C(=O)N1Cc1nc2ccccc2c(=O)n1-c1cccnc1	1.1	8	-11	-1	16	3	121	-27	6
CN1CCN(C(=O)COc2ccc3ccccc3c2Br)CC1	1.3	-2	/	17	/	5	104	-6	0
COc1cccc(-c2nc(CS(=O)CC(=O)N3CCC4(CC3)OCCO4)c(C)o2)c1 (stereo unspecified)	1.2	0	4	-2[fluorescence artefact?]	-5	4	100	6	9
CN1C(=O)N(C)C(=O)C2(Cc3c(nc4ccccn4c3=O)N3CCc4ccccc4C32)C1=O (stereo unspecified)	1.1	-4	-4	4	4	9	107	-11	-3
CCCCn1c(O)c(C(CC)=NCc2cccnc2)c(=O)[nH]c1=O	1.1	-2	-3	-13	2	9	101	-6	2
CC(=Nc1ccc2c(c1)CCC2)c1c(O)n(C)c(=O)n(C)c1=O	1.2	-4	/	-12	/	3	110	-6	16
Cc1ccc(Cn2nnnc2CN2CCC(n3nnc4cc(C)ccc43)CC2)cc1	1	-2	/	-7	/	8	106	-12	-5
CN(C)CC1CSCCC1(O)c1ccccc1 (stereo unspecified)	1.2	/	-4	-5[fluorescence artefact?]	3	4	99	/	-8
COc1ccc(CN2CCN(c3ccccc3F)CC2)c(OC)c1	/	1	/	-5	/	-2	135	16	4
CCCCCCOc1ccc(CN2CCN(CC)CC2)cc1	0.9	1	0	1	-3	1	98	10	13
CC(C)(C)n1c(O)c(C=Nc2ccc3c(c2)CCC3)c(=O)[nH]c1=O	1.2	-1	5	-3	-4	0	120	-13	-3
CC(C(=O)c1cn(C)c2ccccc12)c1ccccc1 (stereo unspecified)	/	-6	1	/	-2	/	/	-5	/
Cc1ccc(CN2CC3CC(C2)c2cccc(=O)n2C3)cc1 (stereo unspecified)	1.2	-2	/	6[fluorescence artefact?]	/	7	102	-17	-8
Cn1cccc1CNCCc1ccccc1F	1.2	-4	-3	34[fluorescence artefact?]	2	6	85	-6	-2
COc1ccc(OCC(=O)Nc2ccc(Cl)cc2C(=O)c2ccccc2)cc1	/	1	3	/	0	/	/	-11	/
Cc1[nH]c2ccccc2c1/C=N/O	1.1	0	26	-5	-24	-6	120	23	6
CC1(C)CC(=O)C(C2(O)C(=O)NC(=O)NC2=O)=C(O)C1	1.1	-1	/	-6	/	4	121	-11	65*[fluorescence artefact?]
CCC1(CC)C(=O)N(Cc2ccccc2)C(=O)N(Cc2ccccc2)C1=O	1	-1	5	1[fluorescence artefact?]	-9	6	134	-14	-5
CC(C)[C@@]1(NC(=O)[C@@H]2C[C@@H]3c4cccc5[nH]cc(c45)C[C@H]3N(C)C2)O[C@@]2(O)[C@@H]3CCCN3C(=O)[C@H](Cc3ccccc3)N2C1=O	1.2	/	/	25[fluorescence artefact?]	/	4	78	/	-18
CC1(C)CC(=O)C=C(NCCN2CCN(C(=O)Cc3ccc(Cl)cc3)CC2)C1	1.2	-3	-9	-1[fluorescence artefact?]	11	2	93	0	-3
CC1(C)C(c2ccccc2)=NC(c2cccnc2)N1O (stereo unspecified)	1.3	-3	6	-3	-6	6	103	-9	-2
O=C(COC(=O)Cc1ccccc1)NC12CC3CC(CC(C3)C1)C2	1.2	/	-5	-10	8	4	107	/	10
CN1C(=O)N(C)C(=O)C2(Cc3cc(N)ccc3N3CCN(c4ccccc4F)CC32)C1=O (stereo unspecified)	1.1	77	7	3[fluorescence artefact?]	-9	6	91	-13	15
CN(C)CC1CSCCC1(O)c1cccc(Cl)c1 (stereo unspecified)	1	/	4	-8	-1	9	134	/	6[fluorescence artefact?]
Cc1ccc(OCC(=O)N2CCN(C)CC2)c(Br)c1	1.5	0	-5	-17	8	-7	107	-4	5
C[C@]12CC[C@@H](O)C[C@@H]1CC[C@@H]1[C@@H]2CC[C@]2(C)[C@@H](O)CC[C@@H]12	1	/	/	0	/	4	186	/	5
Cc1occc1C(=O)N1CCC2(CC1)OCCO2	1	1	3	5	-6	2	117[fluorescence artefact?]	-25	17[fluorescence artefact?]
COc1ccc2c(c1)c(C(=O)CN1CCC3(CC1)OCCO3)c(C)n2Cc1ccccc1	1.3	2	31	10	-28	5	116	11	8
CC(=NCCN1CCCCC1)c1c(O)n(Cc2ccccc2)c(=O)[nH]c1=O	1.1	-6	4	-2[fluorescence artefact?]	-7	4	107	3	3
CC(C)Sc1nnc([C@@H](N)Cc2c[nH]c3ccccc23)o1	1.2	2	8	-7[fluorescence artefact?]	-10	0	113	-8	4
Cc1cc(C)cc(N2C(=O)NC(=O)/C(=C\c3cccn3-c3ccc(Cl)cc3)C2=O)c1	/	0	-9	/	10	/	/	-16	/
Cc1ccc2c(c1)C1CN(C)CCC1N2S(=O)(=O)c1ccccc1 (stereo unspecified)	1.1	0	-6	-5	6	6	112[fluorescence artefact?]	-26	8
O=C(COc1ccc(Cl)cc1)NC1CN2CCC1CC2 (stereo unspecified)	1	0	6	-7[fluorescence artefact?]	-5	-7	121	1	4

Quoted from the listing.
sEH inhibitor result of `Cc1cc(C)cc(N2C(=O)NC(=O)/C(=C\c3cccn3-c3ccc(Cl)cc3)C2=O)c1` → 10
MT1-MMP txn act result of `CC(=NCCN1CCCCC1)c1c(O)n(Cc2ccccc2)c(=O)[nH]c1=O` → 1.1

Next results.
SMILES	MT1-MMP txn act	Mac1 fbg enh	sEH activator	ERb coact inh	sEH inhibitor	Calb biofilm kill	ERa coact pot	Mac1 fbg inh	Smad3 FoxH1 inh
CN(C)c1ccc(N=Cc2c(O)n(CCC3=CCCCC3)c(=O)[nH]c2=O)cc1	0.9	1	-10	5[fluorescence artefact?]	7	7	90	-3	-4
O=C(c1sc2ccccc2c1Cl)N1CCC2(CC1)OCCO2	1.2	-5	-10	-12[fluorescence artefact?]	8	8	125	-13	2
CCOC(=O)c1c(-c2ccc(OC)cc2)oc2ccc(OC(=O)N(C)C)cc12	1.3	4	15	4	-18	5	105	-2	0
CCOP(=O)(OCC)C(c1ccccc1)N(C)C=O (stereo unspecified)	/	-3	11	/	-13	/	/	-23	/
c1ccc(Cn2ccnc2)cc1	1.1	/	/	-11	/	13	107	/	4
N#Cc1cc(F)c(N2CCNCC2)cc1Cl	/	6	-5	9	7	11	73	-10	-11
CCOC(=O)c1c(C)n(Cc2ccco2)c2ccc(O)cc12	/	5	-2	42	7	0	73[fluorescence artefact?]	1	6
CCOc1ccccc1-n1c(O)c(C=Nc2ccc(N(CC)CC)cc2)c(=O)[nH]c1=O	1.1	2	/	33[fluorescence artefact?]	/	8	91[fluorescence artefact?]	-6	-7
CN1C(=O)C(=Cc2ccccc2Oc2ccc(Cl)cc2)C(=O)N(C)C1=O	/	-1	7	/	-9	/	/	46	/
CC1CN(c2ccc([N+](=O)[O-])c3cccnc23)CC(C)N1 (stereo unspecified)	/	10	1	/	2	/	/	-24	/
Cc1ccnc(-n2c(C)nc3ccccc3c2=O)c1	1.1	/	/	10	/	7	98	/	6
N[C@@H](Cc1cc(Br)c(O)c(Br)c1)C(=O)O	1.1	/	/	13	/	5	101	/	1&-7
CCOC(=O)c1c(N)n(CCN2CCOCC2)c2nc3ccccc3nc12	1.1	-3	2	-1[fluorescence artefact?]	0	1	100	-11	13
Nc1c2c(nc3sc4c(c13)CCCC4)CCCCC2	/	1	4	/	-1	/	/	7	/
Cc1ccc(Cl)cc1N1CCN(CCN)CC1	1	-2	-14	/	16	/	/	10	/
CCC1=C(C)C(N2CCOCC2)=NP(N2CCOCC2)(N2CCOCC2)=N1	1.1	-2	1	23	3	2	111	-4	16[fluorescence artefact?]
CC1=NN(c2ccccc2)C(=O)C1/C=C1\C(=O)NC(=O)N(c2ccc(C)c(C)c2)C1=O (stereo unspecified)	1.3	-1	-6	-12	2	7	101	-17	14
CC(C)=CCC12CN3CCN(CC(C3)C1=O)C2	1	4	0	6	1	3	108	-32	-10
NCCc1ccc(O)cc1	1	1	2	-1	0	6	102	-3	2
Cc1ccc(C)c(NC(=O)CSc2nnc([C@@H](N)Cc3c[nH]c4ccccc34)o2)c1	1.2	-1	/	-10	/	-1	121	-1	5
CCCCn1c(O)c(C(CC)=NCCCN(C)C)c(=O)[nH]c1=O	1.1	-8	-8	1	11	3	110	-1	-5
COc1cccc(CN2CCCCC2c2cccnc2)c1 (stereo unspecified)	1.1	-1	/	-1[fluorescence artefact?]	/	9	110	3	-1
CC(=NCc1ccc2c(c1)OCO2)c1c(O)[nH]c(=O)[nH]c1=O	1.1	-1	-5	42[fluorescence artefact?]	7	8	77[fluorescence artefact?]	-5	13
CC(=O)c1ccc2c(c1)C1C(Cl)C(Sc3ccccc3[N+](=O)[O-])CC1C(c1ccccc1)N2 (stereo unspecified)	1.2	63	-18	4	21	6	95	-10	-6
Cc1cccc(C)c1NC1=NCCCCS1	1	-1	-9	-4	9	5	74[fluorescence artefact?]	-4	-3
CCOC(=O)C1=C(C)OC(N)=C(C#N)C12C(=O)N(C)c1ccccc12 (stereo unspecified)	1.2	/	5	-2	-3	1	104	/	-15
COc1ccccc1N(CC(=O)NC1CCCCC1)C(=O)c1cnn(C(C)C)c1	1.1	/	-6	6	9	7	102[fluorescence artefact?]	/	6
O=c1[nH]c(=O)n(-c2ccc(F)cc2)c(O)c1C=Nc1ccccc1N1CCCC1	1.1	83	-2	10	-1	5	177	-29	11[fluorescence artefact?]
CC(=O)O[C@]1(c2ccccc2)CCN(C)[C@H]2CCCC[C@@H]21	1.3	/	-6	0	7	-5	114	/	-3
COc1cccc(Oc2c(C)oc3cc(OC(=O)N(C)C)ccc3c2=O)c1	1.2	4	7	-3[fluorescence artefact?]	-8	4	115	14	4
Cc1cc(/C=C2\C(=O)NC(=O)N(C)C2=O)c(C)n1-c1ccc2c(c1)OCO2	/	14	0	/	-1	/	/	11	/
Cc1ccc(-n2c(O)c(C=NC3CCCC3)c(=O)[nH]c2=O)c(C)c1	1.1	-2	-2	9	4	1	98	0	0
CN1C(=O)C(C2c3ccccc3C(=O)N2Cc2ccc([N+](=O)[O-])cc2)C(=O)N(C)C1=O (stereo unspecified)	1.1	0	12	-7	-12	16	104	-20	9
CC(=O)NC(C)Cc1ccccc1 (stereo unspecified)	1.3	-1	-8	3	8	-2	107	-5	13
CCC(=O)c1c(O)n(C2CCCCCC2)c(=O)[nH]c1=O	1.1	-2	-11	-7	13	12	98[fluorescence artefact?]	-2	2
CCOc1ccc(Cc2c(O)[nH]c(=O)[nH]c2=O)cc1	1.1	-5	4	-17	-1	8	95	-11	-2
C=C1N2CCC(CC2)C1(O)c1ccc(C)c(C)c1 (stereo unspecified)	1.2	/	6	1	0	5	107[fluorescence artefact?]	/	6
c1ccc2c(CCNCc3ccc4c(c3)OCO4)c[nH]c2c1	1.4	/	4	-2	-2	4	109	/	6
c1cc2c(cc1CCNC1C3CC4CC(C3)CC1C4)OCO2 (stereo unspecified)	1.7	/	2	3	1	8	126	/	4
CC(=O)OC1(c2ccccc2)CCN(C)C(C)C1C (stereo unspecified)	1.3	/	6	1[fluorescence artefact?]	0	11	101	/	10
C/C(CCc1c[nH]c2ccccc12)=N\O	1.1	6	11	-3	-8	/	129	18	3

High-throughput results as filed in PubChem.
